sEH activator = soluble epoxide hydrolase (human) activation. P34913. purified human sEH enzymatic activity, activator screen. activation, % at 2 µM. hit rate 0.04% among 91,000; in the data active = activation above about 37%; note: values of inactives mirror those of a sister screen read the other way
Target sequence (P34913 whole entry, looked up): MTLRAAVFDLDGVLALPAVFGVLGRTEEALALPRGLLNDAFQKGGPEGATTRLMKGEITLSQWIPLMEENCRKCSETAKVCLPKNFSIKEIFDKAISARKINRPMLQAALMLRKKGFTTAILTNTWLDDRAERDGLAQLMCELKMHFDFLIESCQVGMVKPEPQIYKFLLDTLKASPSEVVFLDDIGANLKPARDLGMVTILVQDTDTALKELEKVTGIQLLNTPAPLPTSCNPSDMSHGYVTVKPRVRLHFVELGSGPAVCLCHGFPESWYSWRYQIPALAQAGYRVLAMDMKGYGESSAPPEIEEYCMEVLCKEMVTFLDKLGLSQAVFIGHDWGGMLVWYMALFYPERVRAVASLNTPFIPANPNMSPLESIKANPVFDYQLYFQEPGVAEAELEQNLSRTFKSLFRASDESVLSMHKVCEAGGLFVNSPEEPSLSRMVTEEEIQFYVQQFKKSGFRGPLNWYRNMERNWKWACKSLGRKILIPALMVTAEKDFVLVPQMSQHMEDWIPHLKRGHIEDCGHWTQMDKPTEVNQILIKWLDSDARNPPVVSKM
Smad3 inh = Smad3 (human) transcription factor binding inhibition | AID 630 | TR-FRET Smad3/Dy647-FoxH1 peptide binding, europium anti-His | P84022 | inhibition, % at 25 µM | hit rate 0.29% among 88,000;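 active = compounds that reduce the energy-transfer binding signal between the protein and its labelled peptide by more than half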;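 note: 0% = Smad3 plus labelled peptide maximal FRET and 100% = peptide-only background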
Target sequence (P84022 whole entry, looked up): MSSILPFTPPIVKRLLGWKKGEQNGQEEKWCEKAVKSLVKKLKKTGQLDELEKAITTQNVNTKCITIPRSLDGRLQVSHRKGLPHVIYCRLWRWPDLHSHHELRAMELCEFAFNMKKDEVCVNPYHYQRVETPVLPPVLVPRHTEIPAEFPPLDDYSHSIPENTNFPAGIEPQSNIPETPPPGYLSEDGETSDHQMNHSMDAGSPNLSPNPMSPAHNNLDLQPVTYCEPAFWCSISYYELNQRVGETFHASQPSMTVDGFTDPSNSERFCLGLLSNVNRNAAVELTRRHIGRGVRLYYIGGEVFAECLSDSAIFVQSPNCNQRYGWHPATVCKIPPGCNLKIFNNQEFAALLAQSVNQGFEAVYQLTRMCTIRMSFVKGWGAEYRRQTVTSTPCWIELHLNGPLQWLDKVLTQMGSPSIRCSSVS
ERb SRC1 inh = blocks coactivator binding to human estrogen receptor beta; Q92731; TR-FRET ER-beta LBD / SRC1-Cy5 peptide binding; receptor agonist-loaded with 1 µM estradiol; inhibition, % at 25.6 µM; hit rate 1.3% among 86,000; AID 633;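 active = compounds whose percent inhibition of the receptor-coactivator binding signal exceeds about 50% in the single-dose screen, limit read from the data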;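 note: 0% = receptor plus peptide wells without compound and 100% = peptide-only wells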
VCAM1 TNFa inh = reduces TNF alpha induced VCAM1 expression in HUVEC | HUVEC TNFa-induced VCAM-1 immunofluorescence, high-content imaging | inhibition, % at 2 µM | hit rate 0.48% among 95,000 | AID 802;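 active = inhibition above the batch mean plus 3 SD, with images confirmed as a hit by eye, cut at about 37% in these data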;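 note: 0% = TNF-stimulated DMSO wells and 100% = unstimulated control wells; not every result past the cut was called active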
Candida biofilm = kills Candida albicans biofilms; C. albicans biofilm + clotrimazole, Alamar Blue; inhibition, % at 6 µM; hit rate 0.14% among 85,000;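 active = inhibition above 20%; inactive = inhibition below 20%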;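 note: preformed 24 hr biofilms exposed to compound for 48 hr; 0% = biofilm without compound and 100% = blank killed by clotrimazole plus chlorhexidine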
TNFa cytotox = HUVEC cytotoxicity counter-screen, TNF alpha stimulated; HUVEC TNFalpha-stimulated, Hoechst cell count, imaging; cell count reduction, % at 2 µM; hit rate 0.17% among 93,000;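 active = cell count reduction exceeding the screen mean by over 5 SD, scaled to untreated wells per plate, cut at about 78% in these data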;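 note: cells counted after 24 h of TNF alpha exposure following the 1 h pretreatment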
sEH inh = inhibitors of human soluble epoxide hydrolase; P34913; recombinant human sEH enzymatic activity assay; inhibition, % at 2 µM; hit rate 0.34% among 91,000; AID 707; in the data active = inhibition above about 80%; note: values of inactives mirror those of a sister screen read the other way; many of its hits are not listed in these tables
cytoskel mod = cytoskeleton assembly modification | HUVEC TNFa F-actin phalloidin imaging, high content | inhibition, % at 2 µM | hit rate 0.18% among 91,000 | AID 836;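 active = inhibition above the batch mean plus 3 SD and confirmed as a hit by visual image inspection, cut at about 30% in these data, passing the limit was not always enough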; note: strong numbers were not always called active
IL1B cytotox = HUVEC cytotoxicity counter-screen, IL-1B stimulated. HUVEC cell count loss, Hoechst imaging. cell count reduction, % at 2 µM. hit rate 0.41% among 94,000;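 active = cell count reduction more than 3 SD above the screen-wide mean, cut at about 70% in these data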;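 note: normalized per plate to untreated control cells as the no-loss baseline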
* hit, by the source's call; . = no result given; [ ] = remark or other dose. Only part of the results is shown. The share of hits here may be higher or lower than overall.

SMILES	sEH activator	Smad3 inh	ERb SRC1 inh	VCAM1 TNFa inh	Candida biofilm	TNFa cytotox	sEH inh	cytoskel mod	IL1B cytotox
CCCc1cc(=O)[nH]c(/N=C(/NC(=O)C(C)N2C(=O)c3ccccc3C2=O)Nc2ccccc2)n1 (stereo unspecified)	1.6	52.6*	-6.2	-12.5	3.2	.	3.3	-5.3	7.5
CN(C)C(=O)CSc1nc2ccccc2n1CC(=O)N1CCN(c2ccccc2)CC1	3.8	9.1	-2.1	12.1	2.8	-31.9	-4.4	16.0	-10.6
CCC(C)(C)n1nnnc1CN1CCc2ccccc21	1.5	7.9	-9.8	22.3	1.7	-18.9	0.4	8.7	19.3
N#Cc1c2ncn(CC(=O)c3ccc(Br)cc3)c(=O)c2c2n1CCC2	2.5	-41.1[fluorescence artefact?]	3.8[fluorescence artefact?]	2.8	5.2	-5.2	-4.8	-17.2	1.7
Cc1ccc2[nH]c(-c3ccccc3)c(CN(C)C)c(=O)c2c1	3.1	-4.5	8.5	4.9	0.1	-37.2	-3.4	-1.9	3.9
COc1ccccc1C1=NOC(Cn2c(=O)c3c(ncn3C)n(C)c2=O)C1 (stereo unspecified)	6.3	5.9	-7.1	9.7	7.4	-41.1	-6.8	5.0	-7.5
N#Cc1c(-c2ccccc2)nc(-c2ccccc2)nc1N1CCOCC1	-3.4	8.3	1.5	7.9	-1.7	-16.4	4.7	6.5	-12.5
O=C(NCc1ccco1)C12CC3CC(C1)CC(C(=O)NCc1ccco1)(C3)C2	-10.7	-4.7	9.6	8.4	4.6	-26.8	11.2	-7.6	3.0
CC(C)NC(=O)CSc1nc2ccccc2c(=O)n1CCCOC(C)C	.	-8.6	-10.6	6.4	-3.5	-22.1	.	3.0	-28.6
COC(=O)c1cc2sccc2n1Cc1nc(-c2cccc(Cl)c2)oc1C	2.2	-8.8	2.6	9.2	9.2	-14.4	-1.6	-16.9	-7.1

Reprinted from the part before: 3 entries; new compounds follow.
SMILES	sEH activator	Smad3 inh	ERb SRC1 inh	VCAM1 TNFa inh	Candida biofilm	TNFa cytotox	sEH inh	cytoskel mod	IL1B cytotox
O=C(NCc1ccco1)C12CC3CC(C1)CC(C(=O)NCc1ccco1)(C3)C2	-10.7	-4.7	9.6	8.4	4.6	-26.8	11.2	-7.6	3.0
CC(C)NC(=O)CSc1nc2ccccc2c(=O)n1CCCOC(C)C	.	-8.6	-10.6	6.4	-3.5	-22.1	.	3.0	-28.6
COC(=O)c1cc2sccc2n1Cc1nc(-c2cccc(Cl)c2)oc1C	2.2	-8.8	2.6	9.2	9.2	-14.4	-1.6	-16.9	-7.1
COc1ccccc1CNC(=O)C1CC(=O)N(c2ccc(C)c(C)c2)C1 (stereo unspecified)	3.8	-0.6	14.3	2.5	7.9	-2.3	-3.5	13.5	28.8
COc1ccccc1-n1c2c(cc(C(=O)N3CCC(C)CC3)c1=O)C(=O)CC(C)(C)C2	-6.9	3.4	-1.6	5.8	4.2	-5.0	5.5	-17.8	-2.5
Cc1ccc(Cn2c(=O)n(CCC(=O)NCc3ccc4c(c3)OCO4)c(=O)c3ccccc32)cc1	-5.6	-0.6[fluorescence artefact?]	12.7	2.4	4.0	-18.6	7.7	-2.6	-9.7
Cn1c(=O)cc(OCCCC(=O)NCc2ccccn2)c2ccccc21	-10.2	1.7	-10.3[fluorescence artefact?]	4.8	3.9	-1.6	9.5	8.2	-7.8
CCC1Cc2c(nc3c4c(nc(N5CCOCC5)c(C#N)c24)NC(C)=N3)O1 (stereo unspecified)	-5.2	7.5	-5.9	-0.3	4.9	-7.1	5.4	11.4	-4.3
CN1CCN(CC#CCn2c3ccccc3c3ccccc32)CC1	1.2	-7.5	27.3[fluorescence artefact?]	-3.1	1.6	-3.5	-4.5	13.9	44.6
Cc1ccccc1OCC(=O)Nc1ccccc1N1CCOCC1	1.8	.	.	-38.6	.	.	-3.7	-3.9	1.0
CCCNC(=O)CSc1nnc(-c2ccco2)n1C	13.0	-11.0	2.1	14.0	-1.9	-29.9	-13.4	21.2	-4.2
N#Cc1ccsc1NC(=O)CN1CCCCC1	-0.4	.	.	-1.2	.	2.4	-1.4	-11.8	-8.6
COc1ccc(/C=C2\CCCC3C2=NN(C(=O)COC(=O)CNC(=O)c2ccccc2)C3c2ccc(OC)cc2)cc1 (stereo unspecified)	22.6	.	.	4.2	.	-19.3	-21.7	-2.0	-28.4
O=S(=O)(c1ccc(Cl)s1)N1CCC(Cc2ccccc2)CC1	12.4	-2.7	-3.4	-0.6	1.0	-39.3	-9.8	-11.9	20.5
COc1ccccc1/C=c1\sc2nc(-c3ccco3)nn2c1=O	9.6	6.6	67.5*[fluorescence artefact?]	0.3	-7.0	-27.7	-7.6	.	-52.8
O=C(CN(c1ccc(F)cc1)S(=O)(=O)c1ccc2c(c1)OCCO2)Nc1ccccc1	20.7	-0.2	-4.4	14.5	6.1	-12.0	-18.3	-8.8	-12.1
CCn1nnnc1SCC(=O)Nc1sc(C)c(C)c1C#N	2.4	5.4	-0.3	17.0	2.0	-19.5	0.3	-8.1	-22.0
COc1cccc2sc(N3CCN(c4nc5ccccc5s4)CC3)nc12	11.0	4.0	29.9	0.2	5.2	-7.2	-10.5	-20.8	-31.9
Cc1nnc2sc(-c3ccncc3)nn12	6.8	-0.6	9.5	15.8	1.2	-14.9	-7.9	-26.2	-18.1
Cc1oc(-c2ccc(Cl)cc2)nc1CN1CCCC(C(=O)NCCCN2CCOCC2)C1 (stereo unspecified)	8.2	-8.4	-5.4	-7.5	-2.9	2.7	-7.5	-7.3	21.7
Cc1ccccc1Cn1c(Cc2ccccc2)nc2ccccc21	6.2	.	.	15.6	.	-31.7	-6.6	-13.1	-17.8
Cn1c(Oc2ccccc2NCc2cc(Br)ccc2O)cc(=O)n(C)c1=O	-5.3	2.5	11.1	-0.8	16.2	-18.8	4.5	-8.0	0.9
CCSc1nnc(NC(=O)Cc2ccc(OC)c(S(=O)(=O)N3CCOCC3)c2)s1	10.3	4.8	2.9[fluorescence artefact?]	1.9	5.5	-10.3	-9.6	-10.5	-1.8
O=C(c1ccc(N2CCCC2=O)cc1)N1CCN(c2ccccc2)CC1	2.2	-2.4	0.2	.	4.1	.	-0.9	-4.5	-31.0
O=C(Cc1cccs1)Nc1nncs1	6.8	10.4	56.0*	-24.0	-5.6	-19.3	-8.9	11.5	-46.5
Cc1ccc(S(=O)(=O)Nc2nc(C)c(NC(=O)OCCCl)s2)cc1	0.0	-5.6	0.4	-7.6	5.5	-15.2	-2.3	.	11.6
CC(C)(C)NC(=O)NC(=O)CSc1nnc2ccccn12	4.7	3.0	-4.4[fluorescence artefact?]	-5.7	6.5	10.7	-3.5	23.6	6.8
CCCCN1C(=O)C(CC(=O)NCC)SC1=Nc1ccccc1 (stereo unspecified)	-1.9	4.5	-5.7	4.4	5.1	-6.5	2.5	-12.6	1.5
O=C(Nc1nnc(C2CC2)s1)c1ccncc1	-72.6	19.2	-6.6	6.5	7.0	-6.6	73.1	-7.0	-16.1
Cc1ccc(S(=O)(=O)N(CC(=O)NCc2ccco2)Cc2ccccc2F)cc1	2.9	-3.6	-8.0	13.6	10.2	-3.0	-5.5	-17.1	13.6
O=S(=O)(c1ccccc1)N1CCN(Cc2cccc(Cl)c2)CC1	-9.2	4.2	-0.3	3.4	-4.3	0.4	10.6	-8.1	-0.3
CNc1oc(Cc2ccccc2)nc1S(=O)(=O)c1ccc(Cl)cc1	11.5	3.6	3.6	27.0	7.2	-35.8	-9.6	14.9	-33.7
COc1ccc(C(=O)NC2CCCCCC2)cc1S(=O)(=O)N1CCCc2ccccc21	-25.1	-1.2	-1.1	-16.4	-2.5	-20.4	26.9	9.0	-1.4
CN1CCN(Cc2nc3c([nH]2)c(=O)[nH]c(=O)n3C)CC1	.	1.1	-13.2	2.3	2.5	-11.2	.	1.2	-12.5
COc1ccc(CNC(=O)c2cnc(C)cn2)c(OC)c1	16.1	0.5	-15.2	11.3	-1.4	8.8	-14.8	-8.4	-8.7
O=C(NCc1cccs1)C1CC(=O)N(c2ccc(F)cc2)C1 (stereo unspecified)	5.9	0.3	-4.5	-9.5	-4.2	4.7	-5.1	-60.9	-6.1
O=C(c1ccccn1)N1CCN(C(=O)c2ccccn2)CC1	-3.6	.	.	-22.1	.	-26.5	4.0	13.0	5.5
Cc1ccc(C(=O)O/N=C2\CC3CCC2(C)C3(C)C)cc1 (stereo unspecified)	19.2	-0.6	-3.6	1.5	3.4	-7.8	-19.3	5.3	-1.9
C=CCn1c(SCc2nc3c(c(=O)[nH]c(=O)n3CCCC)n2CCC)nnc1-c1ccccc1	19.6	-7.8	-11.2	6.0	.	-19.2	-20.3	4.0	-17.1
Cc1ccc(C)c(N(C(=O)Cn2nnc(-c3cccs3)n2)C(C(=O)NC2CC2)c2ccc(C)o2)c1 (stereo unspecified)	-7.5	-1.1	5.2	.	-1.5	.	7.6	.	.
COc1cc(OC)c(-c2nc3c[n+](CC(=O)c4ccccc4)ccc3n2C)cc1OC	20.2	.	.	0.0	.	7.2	-16.3	-21.2	27.5
COc1ccc(C2CCCN2C(=O)Nc2ccc(C)c(C)c2)cc1OC (stereo unspecified)	-78.0	11.7	-9.5	9.9	9.1	-33.9	77.7	-5.5	7.0
Cc1ccc(-c2nnc(SCC(=O)CC(=O)Nc3ccccc3)n2C)cc1	-2.5	14.3	-6.5	-7.8	3.1	-23.2	4.8	-13.5	0.6
COC(=O)C(CC(=O)c1ccc(Br)cc1)n1ccnc1 (stereo unspecified)	8.2	8.2	-8.4	8.6	3.1	-6.1	-7.8	0.1	-19.8
Cc1occc1C(=O)Nc1sc2c(c1C(N)=O)CCCCC2	9.2	11.2[fluorescence artefact?]	22.6	7.7	4.1	-14.4	-5.7	-16.9	-17.4
N#Cc1nc(-c2cccs2)oc1NCc1ccco1	1.8	-14.2	14.8[fluorescence artefact?]	12.1	2.7	-16.6	-2.8	1.5	-19.9
N#Cc1c(NC(=O)CSc2ccccn2)oc(-c2ccccc2)c1-c1ccccc1	-7.6	-9.6	-7.5	-5.3	6.8	-19.3	7.2	.	8.8
Cc1ccccc1NC(=O)C1CCCN(S(=O)(=O)c2c(C)noc2C)C1 (stereo unspecified)	10.1	.	.	-5.3	.	-18.2	-7.9	40.9	13.0
C=CCn1c(SCCN2CCCCC2)nc2c1c(=O)[nH]c(=O)n2C	0.7	4.0	-11.6[fluorescence artefact?]	22.9	8.1	-26.2	2.9	-1.1	-4.4
Cc1c(Cc2c(Cl)cccc2Cl)c(=O)ccn1C(C)c1ccccc1 (stereo unspecified)	-34.1	.	.	-27.1	.	-5.1	36.0	7.8	-1.9
CCOCCCNS(=O)(=O)Cc1ccccc1	7.5	8.0	2.5	26.2	8.8	4.7	-4.4	-7.5	-10.3
O=C(NCc1ccccc1)C(C(=O)c1ccc(F)cc1)n1ccccc1=O (stereo unspecified)	-8.6	8.4	-24.7	10.3	6.1	1.5	10.2	-1.9	6.3
N#C/C(=C\c1cc(Cl)ccc1O)C(=O)NC1CCCCC1	-8.2	.	.	-12.8	.	-16.7	8.6	-17.2	-23.0
CC1CN(c2oc(COc3ccc(Cl)cc3Cl)nc2C#N)CC(C)O1 (stereo unspecified)	-8.6	-8.3	1.7	0.1	3.8	9.0	7.8	-9.6	-6.6
O=C(C1CC1)N1CCc2cc(S(=O)(=O)N3CCOCC3)ccc21	.	-12.3	12.0[fluorescence artefact?]	-3.5	8.8	-22.7	.	42.3	-10.5
O=C1c2ccccc2C(=O)N1CCCCSc1nc2ccccc2o1	10.2	24.3	-1.3	2.1	5.7	-6.2	-10.9	5.7	-14.3

Bioassay records (PubChem)
